Screening data as filed in PubChem.
Dyrk1A ADPGlo – rat Dyrk1A kinase inhibitors, primary screen, biochemical, single point, plate reader | Dual specificity tyrosine-phosphorylation-regulated kinase 1A (Rattus norvegicus), Q63470 | ADP-Glo luminescence, NFATc1 peptide | hit rate 0.43% among 310,000 | AID 504441, 2011 | inhibition, % at 12.5 µM; in the data active means inhibition above about 50%;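 further: plate controls were vehicle with enzyme for no effect and no enzyme for full effect; many of its hits are not listed in these tables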
RGS4 pot – RGS4 potentiators or activators, primary screen, cell-based, HEK293 M3R inducible RGS4, calcium flux | hit rate 0.92% among 310,000 | B-score at 10 µM | carbachol calcium flux Fluo4; hits give low values;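 active means B-score of the integrated calcium signal more than 4 SD below the library mean, with starting fluorescence not abnormally high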;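 further: negative B-score means reduced calcium response which marks RGS4 activation or potentiation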
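Test system: HEK293 cells with stable M3R and inducible RGS4; also added: carbachol at ECmax as muscarinic agonist stimulus; schedule: dye loading 30 min 37 °C, buffer rest 30 min RT; technique: kinetic calcium fluorescence imaging with Fluo4-AM dye, 2 µM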
KCNQ1 act – potentiators or activators of KCNQ1 channel, primary screen, cell-based, thallium flux, high-throughput; Potassium voltage-gated channel subfamily KQT member 1 (Homo sapiens), P51787; CHO-K1 KCNQ1, thallium flux FluxOR fluorescence; hits give high values; B-score at 10 µM; hit rate 0.35% among 310,000;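 active means fluorescence ratio B-score, a plate-corrected score, at least three library SD, with initial intensity B-score within 5 SD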
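Schedule – 37 °C overnight plating, 90-min dark dye load, 20-min compound pretreatment · System – stable KCNQ1 CHO-K1 line · Probe or stimulus – thallium- and potassium-containing depolarizing buffer · Measured by – kinetic FluxOR fluorescence, 10 s baseline plus 110 s post-stimulus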
KCNK3 inh – human KCNK3 channel inhibitors, primary screen, CHO cells, FluxOR thallium flux, B-score; hit rate 0.84% among 340,000; FluxOR fluorescence; hits give low values; B-score at 10 µM;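 active means B-score under library mean minus 4 SD, starting fluorescence ratio at most library mean plus 5 SD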;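 further: more negative B-score means stronger inhibition of thallium flux through KCNK3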
Target sequence (O14649 whole entry, looked up): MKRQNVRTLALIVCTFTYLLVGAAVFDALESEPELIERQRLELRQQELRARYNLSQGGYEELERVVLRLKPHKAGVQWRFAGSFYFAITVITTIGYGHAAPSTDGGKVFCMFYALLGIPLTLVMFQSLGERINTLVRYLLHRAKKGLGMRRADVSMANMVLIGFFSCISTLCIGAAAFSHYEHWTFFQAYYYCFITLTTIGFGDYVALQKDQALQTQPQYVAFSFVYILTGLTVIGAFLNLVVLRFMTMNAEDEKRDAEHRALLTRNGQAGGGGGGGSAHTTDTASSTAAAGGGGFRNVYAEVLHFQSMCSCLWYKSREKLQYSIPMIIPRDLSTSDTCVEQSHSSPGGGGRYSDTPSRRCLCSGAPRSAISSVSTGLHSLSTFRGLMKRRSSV
KCNQ1 block – inhibitors of human KCNQ1 channel, primary screen, cell-based, thallium flux, high-throughput; Potassium voltage-gated channel subfamily KQT member 1 (Homo sapiens), P51787; CHO-K1 KCNQ1, FluxOR thallium flux fluorescence; hits give high values; B-score at 10 µM; hit rate 1.3% among 310,000; AID 2642, 2010;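 active means compounds whose thallium flux B-score, printed positive for inhibition, exceeds three library SD while starting fluorescence stays within three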;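 further: channel opened by potassium depolarization with thallium stimulus after 20 min compound exposure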
PolyA inhibitor – polyadenylation inhibitors in yeast reporter cells, primary screen, luminescence, S. cerevisiae | S. cerevisiae SKY197-pL101 polyadenylation reporter, beta-gal luminescence; efflux-impaired pdr1/pdr3 knockout yeast; score 100 = 6 SD above DMSO | hit rate 0.02% among 300,000 | calls only at 12 µM | AID 1875, 2009;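 active means lowest replicate activity score at least 50, where 100 means six control SD above control mean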;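 further: yeast exposed to compound for 9 h at 30 °C; higher score means more reporter readthrough which indicates perturbed polyadenylation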
KCNK9 block – KCNK9 potassium channel inhibitors, primary screen, HEK293 cells, thallium flux; FluxOR thallium flux fluorescence; hits give low values; AID 488922, 2010; B-score at 10 µM; hit rate 1.2% among 310,000;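 active means ratio B-score over 3 SD below the library mean, with starting fluorescence within 5 SD of its mean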;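 further: negative B-score means less thallium flux so channel inhibition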
hERG rescue – hERG rescue from dofetilide block, primary screen, cell-based, CHO-hERG, FluxOR thallium flux, dofetilide IC70 | Voltage-gated inwardly rectifying potassium channel KCNH2 (Homo sapiens), Q12809 | dofetilide IC70 present | activation (rescue from dofetilide block), less the hit threshold, % at 10 µM | hit rate 0.51% among 310,000;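 active means activation above the mean of controls blocked by dofetilide plus 5 SD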;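 further: thallium influx through hERG after potassium depolarization seen as dye fluorescence rise; in these data hits start at about 4.7%; inactives centre near -7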
GSK3beta inhib – human GSK3beta kinase inhibitors, primary screen, biochemical, cell-free homogeneous, HTS; GST-GSK3beta kinase, ADP-Glo luminescence, 60 min; hits give low values; activity score (negative = inhibition), % at 10 µM; hit rate 0.038% among 300,000; AID 2097, 2009;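 active means more than half of replicate wells score below -50%, meaning over 50% inhibition versus plate controls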;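 further: 0% = median DMSO wells and -100% = median GW8510 positive control wells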
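Assay system: GST-fused GSK3beta enzyme, cell-free / Medium: Tris pH 7.5 buffer with MgCl2, DTT, BSA, heparin / Also added: peptide substrate plus 25 µM ATP (final) / Compound: 10 µM single point / Timing: kinase reaction with compound 60 min at room temperature / Detection: ADP-Glo luminescence / Benchmarks: DMSO neutral wells and GW8510 at 20 µM as positive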
GSK3A inh – blockers of GSK3A enzyme activity – biochemical, luminescence, cell-free homogeneous, HTS, primary screen; AID 2650, 2010; inhibition, % at 10 µM; hit rate 0.1% among 320,000; GSK-3 alpha kinase, ADP-Glo luminescence, 60 min;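 in the data active means inhibition above about 50%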;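 further: GST-tagged GSK-3 alpha with peptide substrate and 25 µM ATP; 0% = DMSO neutral wells and 100% = GW8510 positive control wells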
Target sequence (P49840 whole entry, looked up): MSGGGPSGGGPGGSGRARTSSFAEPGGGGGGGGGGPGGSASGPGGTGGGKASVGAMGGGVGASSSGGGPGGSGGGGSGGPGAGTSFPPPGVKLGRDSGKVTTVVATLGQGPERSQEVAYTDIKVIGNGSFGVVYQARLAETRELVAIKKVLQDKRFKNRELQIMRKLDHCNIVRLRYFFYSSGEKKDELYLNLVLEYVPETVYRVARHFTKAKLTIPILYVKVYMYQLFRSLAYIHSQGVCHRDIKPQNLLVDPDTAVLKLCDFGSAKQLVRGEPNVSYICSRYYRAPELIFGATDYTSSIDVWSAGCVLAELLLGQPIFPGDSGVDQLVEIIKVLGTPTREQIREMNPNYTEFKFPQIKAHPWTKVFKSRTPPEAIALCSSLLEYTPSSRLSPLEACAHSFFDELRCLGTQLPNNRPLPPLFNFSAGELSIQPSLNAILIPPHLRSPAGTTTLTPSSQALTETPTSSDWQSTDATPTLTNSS
RGS4 block – RGS4 inhibitors, primary screen, cell-based, HEK293 M3R inducible RGS4, calcium flux; Fluo-4 calcium flux; hits give high values; triggered by carbachol at its EC20; hit rate 0.45% among 310,000; AID 463165, 2010; B-score at 10 µM;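 active means B-score, a plate-corrected calcium signal, over three deviations above library mean, with baseline fluorescence within five deviations of library mean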;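 further: RGS4 expression induced by doxycycline in cells with stable M3 receptor; B-score is computed from the integrated fluorescence ratio over baseline after carbachol; higher B-score means a larger calcium signal and so more RGS4 inhibition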
The depositor's hits bear a star; i = inactive; . = no result given.

SMILES	Dyrk1A ADPGlo	RGS4 pot	KCNQ1 act	KCNK3 inh	KCNQ1 block	PolyA inhibitor	KCNK9 block	hERG rescue	GSK3beta inhib	GSK3A inh	RGS4 block
CC(C)c1ccc(N(CC(=O)Nc2ccc(S(=O)(=O)N3CCOCC3)cc2)S(C)(=O)=O)cc1	-1	i	i	i	i	i	i	-13	-1	-1	i
COc1ccc(-c2oc3ncnc(NCCCN(C)C)c3c2-c2ccc(OC)cc2)cc1	-3	i	i	i	i	i	i	-14	-4	5	i
Cc1ccc(NC(=O)C2(NC(=O)c3cccc(N4C(=O)CSC4c4ccccc4)c3)CCCCC2)cc1 (configuration not stated)	-5	i	i	i	i	i	i	-16	-1	0	i
COc1ccccc1NS(=O)(=O)c1ccc(-c2cc(C)no2)s1	-2	i	i	i	i	i	i	-8	1	-1	i
CC(=O)Nc1ccc(NC(=O)C2CCCCC2C(=O)O)cc1 (configuration not stated)	1	i	i	i	i	i	i	-6	3	1	i
C=CCNC(=S)N1CCC(C(=O)c2ccc(F)cc2)CC1	-1	i	i	i	i	i	i	-5	0	-4	i
COCC1CCCCN1C(=O)c1cc(COc2ccc3ncccc3c2)on1 (configuration not stated)	-1	i	i	i	i	i	i	-14	0	0	i
Cc1ccc(C(=O)N/N=C2/NC(=O)CC(C(=O)Nc3ccccc3)S2)cc1 (configuration not stated)	8	i	i	i	i	i	i	-8	4	-4	i
COc1cc(-c2nnn(CC#N)n2)ccc1OCc1ccccc1	2	i	i	i	i	i	i	-3	1	1	i
CCCS(=O)(=O)N1CCC(C(=O)NCCN2CCCC2)CC1	14	i	i	i	i	i	i	-6	-4	-1	i
N=C1SC(CC(=O)Nc2ccccc2[N+](=O)[O-])C(=O)N1c1ccccc1 (configuration not stated)	-5	i	i	i	i	i	i	-10	1	-1	i
Oc1ccccc1-c1nc(N2CCCC2)c2ccccc2n1	4	i	i	i	i	i	i	-4	2	-1	i
CCCN(CC(=O)Nc1ccccc1C)C(=O)Cc1coc2cc(C)ccc12	.	i	i	i	i	i	i	-16	1	-2	i
COc1ccc(CNC(=O)C(OC(=O)c2ccco2)c2ccccc2)cc1 (configuration not stated)	-6	i	i	i	i	i	i	-5	2	1	i
Cc1ccc(Cl)cc1N1CCN(C(=O)C(=O)N2CCCCC2)CC1	1	i	i	i	i	i	i	-10	1	-3	i
CCOc1ccc(CNC(=S)N/N=C\c2ccc([N+](=O)[O-])cc2)cc1	1	i	i	i	i	i	i	-7	-9	-2	i
Cc1cc(C(=O)CSc2nnc(-c3cccnc3)n2-c2ccccc2F)c(C)n1C	-3	i	i	i	i	i	i	-8	0	4	i
CCC(CC)c1nnc(NC(=O)CC(C)c2ccccc2)s1 (configuration not stated)	.	i	i	i	i	i	i	-3	.	-3	i
O=C(NNC(=S)NCc1ccccc1)c1cccnc1	-1	i	i	i	i	i	i	-10	1	-1	i
CC1CCN(c2ccc(-c3cccs3)nn2)CC1	8	i	i	i	i	i	i	-6	-5	1	i
COCCC(=O)N1CCC(Oc2ccc(C(=O)NCCn3cccn3)cc2)CC1	2	i	i	i	i	i	i	-5	-5	-29	i
O=C(CCn1c(=S)[nH]c2ccccc2c1=O)NCCCN1CCOCC1	-10	i	i	i	i	i	i	-7	-1	-3	i
C/C=C/c1ccc(OCC(=O)N2CCc3cc(OC)c(OC)cc3C2)c(OC)c1	2	i	i	i	i	i	i	-5	0	2	i
CC(=O)Nc1ccc(S(=O)(=O)N2CCN(c3cc(C(F)(F)F)ccn3)CC2)cc1	31	i	i	i	i	i	i	-8	-1	-2	i
O=C(O)c1cccc(N2C(=O)C3CC=CCC3C2=O)c1 (configuration not stated)	4	i	i	i	i	i	i	0	1	3	i
(next part)
SMILES	Dyrk1A ADPGlo	RGS4 pot	KCNQ1 act	KCNK3 inh	KCNQ1 block	PolyA inhibitor	KCNK9 block	hERG rescue	GSK3beta inhib	GSK3A inh	RGS4 block
CC1(C)CC(=O)c2c(oc3ccc(NS(=O)(=O)c4ccc(C(=O)O)cc4)cc23)C1	7	i	i	i	i	i	i	-7	3	-1	i
COc1ccc(OCCCC(=O)NCCc2ccc(OC)c(OC)c2)cc1	-4	i	i	i	i	i	i	-6	1	.	i
CCOc1c2ccc(C(=O)NCc3ccccc3OC)cc2nn1CC	6	i	i	i	i	i	i	-5	4	0	i
CC(=O)Nc1ccc(NCC(O)COc2ccccc2)cc1 (configuration not stated)	-1	i	i	i	i	i	i	-14	1	-2	i
COc1cccc(C(=O)Nc2c3c(nn2-c2cccc(C)c2C)CS(=O)(=O)C3)c1OC	0	i	i	i	i	i	i	-7	2	0	i
O=C(c1ccc(Cl)c([N+](=O)[O-])c1)N1CCN(c2ccccn2)CC1	-2	i	i	i	i	i	i	-6	-1	3	i
CC(C(=O)Nc1ccc(C(=O)O)cc1)N1C(=O)c2ccccc2C1=O (configuration not stated)	0	i	i	i	i	i	i	-5	5	-1	i
COc1cc(C2C(C#N)=C(N)N(c3ccc(F)cc3)C3=C2S(=O)(=O)CC3)ccc1O (configuration not stated)	-3	i	i	i	i	i	i	-4	0	2	i
CN(C)c1ccc(-n2cccc2)cc1	2	i	i	i	i	i	i	-1	3	-4	i
CCOC(=O)N1CCC(N2C(=O)c3ccc(C(=O)Nc4cccc(OC)c4)cc3C2=O)CC1	8	i	i	i	i	i	i	-7	0	-5	i
O=[N+]([O-])c1cccc(S(=O)(=O)NCCc2cn3ccccc3n2)c1	5	i	i	i	i	i	i	-13	-14	-2	i
COC(=O)CN1C(=O)C(O)(CC(=O)c2ccc(C)o2)c2ccccc21 (configuration not stated)	2	i	i	i	i	i	i	-8	2	-1	i
COc1ccc(OC)c(CN2CCCC(C(=O)N3CCCCC3)C2)c1 (configuration not stated)	0	i	i	i	i	i	i	-3	-2	-3	i
COc1cc(C2Nc3ccccc3C(=O)N2NS(C)(=O)=O)c([N+](=O)[O-])cc1OC (configuration not stated)	-5	i	i	i	i	i	i	-3	4	-1	i
Cc1ccc(Sc2ncnc(N)c2[N+](=O)[O-])cc1	-2	i	i	i	i	i	i	-7	3	-3	i
O=c1c(Cl)c(NC2CC2)cnn1-c1ccccc1	-9	i	i	i	i	i	i	-8	1	-2	i
O=C(/C=C/c1cn(-c2ccccc2)nc1-c1cccnc1)N1CCCC1	-2	i	i	i	i	i	i	-11	-7	.	i
CCN(CC)S(=O)(=O)c1ccc2nc(NC(=O)c3cccs3)sc2c1	-1	i	i	i	i	i	i	-8	7	0	i
CC1=[N+](CC(=O)c2ccccc2)CCn2cccc21	-3	i	i	i	i	i	i	-2	2	0	i
CC(NS(=O)(=O)c1ccc(CCC(=O)NCc2cccnc2)cc1)c1ccccc1 (configuration not stated)	0	i	i	i	i	i	i	-11	-2	0	i
O=C(NCc1cccs1)C1CCCN(c2ncccn2)C1 (configuration not stated)	4	i	i	i	i	i	i	-8	3	-1	i
CCc1ccc(Nc2nnc(SCc3cc(=O)n4ccsc4n3)s2)cc1	13	i	i	i	i	i	i	-9	-1	-2	i
Cc1cc(C)cc(NC(=S)NCc2ccc3c(c2)OCO3)c1	0	i	i	i	i	i	i	-11	8	-3	i
O=C(NC1CCCC1)C(c1ccncc1)N(C(=O)c1ccco1)c1ccc(F)c(Cl)c1 (configuration not stated)	12	i	i	i	i	i	i	-3	-3	-2	i
CCCCCc1nc2c(=O)[nH]c3ccccc3c2o1	2	i	i	i	i	i	i	-12	2	0	i
Cc1ccc(C(=O)NC(=C(Cl)Cl)S(=O)(=O)c2ccccc2)cc1	2	i	i	i	i	i	i	-3	3	-1	i
COC(=O)CC1C(=O)NCCN1C(=O)CSc1nc2cc(Cl)ccc2o1 (configuration not stated)	9	i	i	i	i	i	i	0	2	0	i
COc1ccc(N2CCCn3c2nc2c3c(=O)n(CCCc3ccccc3)c(=O)n2C)cc1	.	i	i	.	i	i	i	-10	6	-2	i
O=C(O)c1ccc(-c2nc3ccccc3s2)o1	11	i	i	i	i	i	i	-5	2	0	i

The list is partial, so the mix of outcomes need not match the whole.
